# Screens deposited in PubChem by National Center for Advancing Translational Sciences (NCATS).
# ERK AVP block: inhibitors of vasopressin-stimulated ERK signaling pathway. Potency, µM (series often up to 57.5 µM), inactives show at the highest dose activity, negative = inhibition, most hits filed as inhibitors. 72,000 compounds, 0.99% hits. HEK293-V1b, vasopressin-stimulated pERK AlphaScreen; further: potency means the concentration at half of the fitted maximal effect; on the % scale 0 is the no-effect control and ±100 the full control effect; nearly all actives have a fitted effect of over 55% in size
#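 V1b-HEK293 cells; cpd 30 min 37C; 25 nM vasopressin 5 min; lyse 10 min; AlphaScreen beads 5 hr RT. Normalized to DMSO basal and 25 nM vasopressin; AC50 by Hill fit.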
# CRE Fsk mod: CRE-bla signaling modulation under forskolin stimulation; CHO CRE-bla reporter (cAMP response element driving beta-lactamase), forskolin EC10, beta-lactamase ratio; Potency, µM (series often up to 38.2 µM), without a hit: at the top dose activity change, negative = inhibition, usual class: activators; 71,000 compounds, 2.5% hits; AID 662; active means well fitted activation curve with a large enough effect in the signal ratio, with a control signal flat, not every such curve was filed as active; inconclusive means small, poorly fitted or top-dose-only effect, or effect the other way, or a change in a side signal; the % refers to the signal ratio; further: potency means the concentration at half of the fitted maximal effect; % of control where 0% means no effect
#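 CRE-bla CHO cells stimulated with EC10 NKH 477 (water-soluble forskolin) and compound titrations, 3 h at 37C; beta-lactamase read with CCF4 after 2 h at room temperature. Activity from 460/530 nm emission ratio, AC50 values for positive or negative modulation.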
# DNA Pol III inh: blocks replication by bacterial DNA polymerase III holoenzyme; Potency, µM (titrated, usually from 57.1 µM), without a hit: at the top dose activity change, negative = inhibition; reconstituted DNA polymerase III holoenzyme replication, biochemical; 71,000 compounds, 0.25% hits; further: potency means the concentration at half of the fitted maximal effect; on the % scale 0 is the no-effect control and ±100 the full control effect
#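 Reconstituted *E. coli* holoenzyme (0.35 nM Pol III, 1 nM beta, 154 nM SSB, 2 nM primase) was preincubated with compound for 15 min at RT. Synthesis on 1.4 nM ssM13Gori ran 35 min, then was stopped with PicoGreen/EDTA and read as dsDNA fluorescence.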
# FLuc inh: firefly luciferase inhibition; purified firefly luciferase, luminescence, 8 min; P08659; Potency, µM (top dose mostly 57.1 µM), without a hit: at the top dose activity change, negative = inhibition, actives largely listed as inhibitors; 72,000 compounds, 2.2% hits; further: potency means the concentration at half of the fitted maximal effect; on the % scale 0 is the no-effect control and ±100 the full control effect; nearly all actives have a fitted effect of over 40% in size
# Target sequence (P08659 whole entry, looked up): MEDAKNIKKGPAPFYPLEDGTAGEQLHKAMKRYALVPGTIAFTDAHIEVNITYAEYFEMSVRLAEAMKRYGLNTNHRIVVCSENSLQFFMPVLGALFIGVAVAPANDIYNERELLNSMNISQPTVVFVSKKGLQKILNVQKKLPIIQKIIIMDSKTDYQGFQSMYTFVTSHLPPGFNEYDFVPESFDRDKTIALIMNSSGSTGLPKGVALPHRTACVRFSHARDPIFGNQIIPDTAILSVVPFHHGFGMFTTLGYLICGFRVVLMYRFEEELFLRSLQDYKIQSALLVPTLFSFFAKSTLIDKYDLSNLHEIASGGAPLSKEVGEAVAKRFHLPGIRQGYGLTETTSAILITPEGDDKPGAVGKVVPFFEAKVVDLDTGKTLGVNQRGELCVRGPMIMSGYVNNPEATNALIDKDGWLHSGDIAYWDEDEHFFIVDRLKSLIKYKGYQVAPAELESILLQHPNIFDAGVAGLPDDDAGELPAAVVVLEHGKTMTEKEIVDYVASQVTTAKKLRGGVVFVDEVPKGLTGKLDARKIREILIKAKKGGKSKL
#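 Inhibition of light generation by firefly luciferase from ATP and luciferin was profiled with concentration-response curves per sample, ATP held at 10 uM within the enzyme's linear range. Plates were read by luminescence after an 8-minute ambient incubation.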
# Rhodamine autofl: rhodamine region autofluorescence. max dye-equivalent concentration, M. Rhodamine-region fluorescence, 547/598 nm, Tris buffer; stronger effect = higher value. 59,000 compounds, 0.05% hits. AID 594; in the data active means max dye-equivalent concentration above about 11 nM; inconclusive means between about 1.1 nM and that limit
#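 Intrinsic compound fluorescence, ex 547 / em 598 nm, CCD imager. Tris 100 mM pH 8.0; 15 min RT. Output = rhodamine dye-equivalent concentration at each compound concentration.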
# HBB splice mod: modulators of hemoglobin beta chain splicing; AID 925; 65,000 compounds, 0.06% hits; Potency, µM (doses to about 46.1 µM), for the others: top-dose activation, most hits filed as activators; HBB splicing reporter cell assay, activation; EGFP reporter with mutant IVS2-654 intron; response scale: normalised to 500 nM splice-correcting PNA; further: potency means the concentration at half of the fitted maximal effect; 0% is about no effect
#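 HeLa cells stably expressing EGFP interrupted by mutant beta-globin intron 2 (IVS2-654), 500/well in 2% FCS. Treated with compound for 2 days at 37C. Splicing correction scored as total well GFP intensity (488 nm excitation, 500-520 nm emission); 500 nM antisense PNA served as control.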
# ALOX15 inhib: 15-hLO (ALOX15) enzyme inhibition; P16050; purified 15hLO-1, xylenol orange hydroperoxide absorbance; Potency, µM (titrated, usually from 57.1 µM), for the others: at the top dose activity change, negative = inhibition, most hits filed as inhibitors; 74,000 compounds, 1.4% hits; further: potency means the concentration at half of the fitted maximal effect; on the % scale 0 is the no-effect control and ±100 the full control effect; nearly all actives have a fitted effect of over 55% in size
#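 Readout: Fe(III)-xylenol orange absorbance, 573-to-405 nm ratio as reaction progress. Enzyme 40 nM purified human 15hLO-1, substrate 50 uM arachidonic acid, 6 min RT after 15 min compound preincubation; Hepes pH 7.5 buffer with Triton X-100.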
# Hsp90 Hop PPI: changes Hsp90-Hop TPR2A binding signal, up or down; AlphaScreen TPR2A-His6 binding biotin-Hsp90 C-terminal peptide; Potency, µM (series often up to 57 µM), for the others: at the highest dose activity change, negative = inhibition; 71,000 compounds, 0.44% hits; AID 595; active means well fitted curve in either direction with a large enough effect; inconclusive means small, poorly fitted or top-dose-only effect, or another doubt; further: potency means the concentration at half of the fitted maximal effect; on the % scale 0 is the no-effect control and ±100 the full control effect; many of its hits are not listed in these tables
# Tau filament bind: binders of human tau filaments | P10636 | recombinant tau filaments, thioflavin S fluorescence, 15 h; filaments grown with octadecylsulfate alongside compound | Potency, µM (titrated, usually from 57.1 µM), without a hit: at the top dose activity change, negative = inhibition | 71,000 compounds, 2% hits | AID 596;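 further: potency means the concentration at half of the fitted maximal effect; on the % scale 0 is the no-effect control and ±100 the full control effect; actives lower thioflavin S fluorescence by blocking filaments or displacing dye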
#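 His-tagged recombinant human tau (exons 2, 3, 10; 1 uM final) fibrillized with 30 uM sodium octadecylsulfate, 15 h at 37 C, in pH 7.4 HEPES buffer with 10 uM thioflavine S and 5 mM DTT. Reduced ThS fluorescence (450/510 nm) marks activity.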
# HADH2 inh: inhibitors of human HADH2 dehydrogenase; Q99714; recombinant HADH2, NADH fluorescence, beta-hydroxybutyryl-CoA; Potency, µM (top dose mostly 57.1 µM), without a hit: at the highest dose activity change, negative = inhibition, hits mostly inhibitors; 73,000 compounds, 3.4% hits; further: potency means the concentration at half of the fitted maximal effect; on the % scale 0 is the no-effect control and ±100 the full control effect; nearly all actives have a fitted effect of over 60% in size; many of its hits are not listed in these tables
# Target sequence (Q99714 whole entry, looked up, one chain of several): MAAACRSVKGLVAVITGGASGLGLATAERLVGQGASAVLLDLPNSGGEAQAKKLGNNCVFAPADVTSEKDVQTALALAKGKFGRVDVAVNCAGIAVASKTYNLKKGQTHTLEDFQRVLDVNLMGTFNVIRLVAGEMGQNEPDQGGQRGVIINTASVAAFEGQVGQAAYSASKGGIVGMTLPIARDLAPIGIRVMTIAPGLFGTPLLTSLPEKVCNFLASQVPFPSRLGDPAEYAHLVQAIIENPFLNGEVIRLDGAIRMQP
#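 E. coli-expressed His-tagged HADH2 tested at 20 nM in alkaline Tris buffer (pH 9.0); oxidation of 90 uM beta-hydroxybutyryl-CoA with 1 mM NAD+ tracked fluorimetrically for 4 min.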
# TexasRed autofl: compound fluoresces in the Texas Red spectral region; Compound fluorescence, Texas Red channel, 547/618 nm; stronger effect = higher value; max dye-equivalent concentration, M; 59,000 compounds, 0.06% hits; AID 587; in the data active means max dye-equivalent concentration above about 10 nM; inconclusive means between about 1.1 nM and that limit
#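 Dye-equivalent concentrations come from scaling compound signal (ex 547, em 618 nm) to six Texas Red standard concentrations run on every plate, after 15 min room-temperature incubation in pH 8.0 Tris (100 mM).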
# The depositor's hits bear a star; i = inactive; ? = inconclusive; · = no result given; [ ] = remark or other dose. Unless noted, the call rests on the fitted dose curve; in most records, active means well fitted curve in the direction sought with a large enough effect; inconclusive means small, poorly fitted or top-dose-only effect, or another doubt; inactive means no such curve, though single readings can be large; an effect the other way counts as inactive or inconclusive. The list is partial; the hit share may differ from the screen's.
SMILES,ERK AVP block,CRE Fsk mod,DNA Pol III inh,FLuc inh,Rhodamine autofl,HBB splice mod,ALOX15 inhib,Hsp90 Hop PPI,Tau filament bind,HADH2 inh,TexasRed autofl
Cc1nc2[nH]onc2c2nccc(=O)c12,-6%,-15%,-9%,0%,i,-0.8%,-9%,3%,17%,0%,i
CCOC(=O)CSc1nnc(-c2ccccc2OC)o1,6%,5%,-3%,-1%,i,-0.9%,0%,-1%,3%,8%,i
CCOC(=O)N1CCN(C(=O)c2ccccc2-c2ccccc2)CC1,-10%,?,-1%,0%,i,3.7%,7%,0%,-6%,3%,i
CC(C)n1c(N2CCN(C(=O)NCc3ccccc3)CC2)nc2ccccc21,-3%,-1%,0%,-1%,i,·,-6%,-4%,-8%,-6%,?
Cc1ccc2nsnc2c1S(=O)(=O)NCc1ccc2c(c1)OCO2,-17%,0%,7%,0%,i,-0.8%,6%,-4%,-12%,-8%,?
COc1ccc(OC(C)C(=O)Nc2cccc(OC)c2)cc1 (stereo not given),17%,-2%,3%,-1%,·,-3.7%,3%,4%,0%,-5%,·
Cc1cc2nc(C3CCN(CC4COc5ccccc5O4)CC3)[nH]c2cc1C (stereo not given),-3%,-10%,-11%,-7%,i,·,-7%,-2%,79%,14%,i
CCOc1nc(-c2ccc(OC)cc2)ccc1-c1noc(-c2ccncc2)n1,-3%,?,-5%,2%,i,1.7%[57.5 µM],-1%,-2%,-4%,109%[activator],i
O=C(CSCc1ccccc1Cl)N1CCN(c2ccccn2)CC1,11%,-17%,-2%,-1%,i,3.4%,-2%,3%,-2%,-1%,i
CCOC(=O)C(C)Oc1cccc2c(=O)n(CC(=O)Nc3ccc4c(c3)OCCO4)ccc12 (stereo not given),·,10µM*,-8%,2%,·,-0.6%,8%,-3%,19%,-8%,·
Cc1nn(Cc2ccc(F)cc2)c(C)c1NC(=O)c1cnn2cccnc12,6%,2%,-6%,3%,i,5.4%,2%,-11%,8%,1%,i
O=C(CSc1nnc(-c2ccco2)n1Cc1ccccc1)NC(=O)NCc1ccco1,-3%,-1%,-6%,?,i,-4.2%,-11%,-5%,11%,2%,i
COC(=O)C1C2C=CC3(CN(c4ccc(Cl)c(F)c4)C(=O)C13)O2 (stereo not given),-11%,-4%,0%,1%,·,-2.1%,4%,-5%[2.3 µM],14%,-2%,·
CCCc1nc(SCC(=O)Nc2ccccc2OC)c2c(=O)n(C)c(=O)n(C)c2n1,·,2.5µM*,-4%,2%,·,0.4%,4%,0%,62%,15%,·
COc1cccc(Cn2c(=O)c(-c3ccccc3)nc3cnc(N4CCNCC4)nc32)c1,-13%,?,-7%,2%[11.4 µM],i,0.3%,4%,3%,-1%,9%,i
OCCN(Cc1ccccc1)Cc1ccccc1F,5%,?,-3%,2%,i,0.1%,-8%,-4%,-12%,1%,?
O=C(O)c1cn(-c2ccccc2)nc1-c1ccncc1,-18%,-9%,-2%,1%,i,0.2%,8%,0%,-17%,-29%,?
Cc1nc2ccc(F)cc2cc1C(=O)NC(C)C,-8%,?,7%,2%,i,-0.3%[57.5 µM],-12%,0%,-16%,5%,i
Cc1cc(OCC(=O)N2CCCC2)ccc1Cl,-4%,?,3%[11.4 µM],-2%,·,2.7%[0.0738 µM],3%[11.4 µM],7%[11 µM],2%[11.4 µM],20%[11.4 µM],·
O=C(CSc1nnnn1-c1ccc2c(c1)OCCO2)OC1CCCCC1,-26%,1%,-3%,-7%,i,-0.5%[57.5 µM],-5%,13%,-12%,-5%,?
COCCOC(=O)C1=C(C)NC2=C(C(=O)CC(C)(C)C2)C1c1ccc2c(c1)OCO2 (stereo not given),-12%,?,0%,2%,·,-1.7%,2%,-2%,1%,1%,·
O=C(c1cc(C(F)(F)F)cc(C(F)(F)F)c1)N1CCC2(CC1)CCN(c1ccccn1)CC2,-25%,4%,-2%,-1%[11.4 µM],i,0.0%,-8%,-1%,12%,13%,i
CCOC(=O)CSc1nc2c(c(=O)n(C)c(=O)n2C)n1CCCc1ccccc1,23%,2%,-6%,1%,i,·,-1%,2%,1%,0%,i
COc1nc2c(C)cccc2cc1-c1noc(-c2ccncc2)n1,-12%,-7%,-1%,1%,i,4.8%[0.369 µM],15%,-3%,-12%,6%,i
CC1(C)OC(=O)C(=C2CCCN2)C(=O)O1,-15%,?,-3%[11.4 µM],2%,·,-1.7%[0.0738 µM],12%[11.4 µM],-5%[11 µM],6%[11.4 µM],1%[11.4 µM],·

# Records listed so far that bear a hit mark in CRE Fsk mod:
SMILES | CRE Fsk mod | DNA Pol III inh | FLuc inh | Rhodamine autofl | ALOX15 inhib | Hsp90 Hop PPI | Tau filament bind | HADH2 inh | TexasRed autofl
CCOC(=O)C(C)Oc1cccc2c(=O)n(CC(=O)Nc3ccc4c(c3)OCCO4)ccc12 (stereo not given) | 10µM* | -8% | 2% | · | 8% | -3% | 19% | -8% | ·
CCCc1nc(SCC(=O)Nc2ccccc2OC)c2c(=O)n(C)c(=O)n(C)c2n1 | 2.5µM* | -4% | 2% | · | 4% | 0% | 62% | 15% | ·

# The listing continues:
SMILES,ERK AVP block,CRE Fsk mod,DNA Pol III inh,FLuc inh,Rhodamine autofl,HBB splice mod,ALOX15 inhib,Hsp90 Hop PPI,Tau filament bind,HADH2 inh,TexasRed autofl
CCCCCNC(=O)Cc1ccc(OC)cc1,-5%,-5%,-2%,-2%,i,0.6%[57.5 µM],4%,-2%,-5%,2%,i
O=C(NCc1cccs1)C1CCN(S(=O)(=O)c2cccc3nsnc23)CC1,9%,?,0%,3%,i,1.1%,-9%,0%,-29%,-1%,i
COCCn1c(SCC(=O)c2ccc3c(c2)OCCO3)nnc1-c1ccoc1C,-7%,2%,3%,0%,i,2.7%,-4%,-6%,-13%,-5%,i
Cn1c(=O)c2c(ncn2CC(=O)Nc2ccc(Cl)cc2Cl)n(C)c1=O,5%,-5%,-4%,0%,i,-0.8%,9%,-5%,9%,-6%,i
O=C(Nc1ccc(-n2cnnn2)cc1)C1CCCN1C(=O)NC1CCCCC1 (stereo not given),-7%,3%,-6%,1%,i,·,-3%,-2%,10%,-4%,?
CCOC(=O)c1nc(C)[nH]c1C(=O)OCC,-11%,11%,4%,0%,i,-1.5%,-9%,-5%,4%,-9%,i
O=c1c2ccccc2nnn1CSc1ccc2c(c1)OCCO2,11%,0%,9%,-22%,i,-1.5%,-4%,2%,-14%,?,i
Cc1nc(SCc2cccc(F)c2)[nH]c(=O)c1C#N,21%,?,-3%,0%,i,-1.4%[1.84 µM],-4%,3%,-7%,2%,i
Cc1cccc(OCC(O)Cn2c(NCCCOC(C)C)nc3c2c(=O)[nH]c(=O)n3C)c1 (stereo not given),-3%,-11%,-4%,1%,i,2.7%,0%,-2%,20%,16%,i
COc1cc(CN2CCN(c3cccc(Cl)c3)CC2)cc(OC)c1OC,28%,3%,-7%,1%,i,11%,-23%,?,11%,12%,i
CNC(=O)COC(=O)c1cc(F)c(F)cc1Cl,-17%,-12%,-1%,3%,i,-0.4%[57.5 µM],-1%,1%,2%,9%,i
CCN(Cc1ccccc1)c1ccccc1,-10%,2%,-3%,·,·,-0.4%,-4%,8%,-14%,-1%,·
Cc1ccc(S(=O)(=O)NCCOC(=O)Nc2sc(=S)n(C)c2C)cc1,-14%,?,11%[11.4 µM],1%,·,-2.9%[0.0738 µM],-14%[11.4 µM],-9%[11 µM],-1%[11.4 µM],?,·
Cc1ccc(C(CC(=O)c2ccco2)SCCO)cc1 (stereo not given),52%[activator],-16%,-9%,25µM*,i,-0.3%,4%,-4%,8%,-20%,?
NCCC[C@@H](CC(=O)N[C@@H]1CCNC[C@H]1C(=O)N[C@H](CC(=O)N[C@@H](CCC(=O)O)CC(=O)O)Cc1ccccc1)NC(=O)C[C@H](Cc1c[nH]c2ccccc12)NC(=O)[C@@H]1CCCC[C@H]1N,·,-13%,-4%,·,·,-0.5%,·,-10%,-8%,7%,·
COc1ccc(-c2nn(C)c(=O)c3ccccc23)cc1CNS(C)(=O)=O,-22%,?,-6%,2%,i,-0.7%,2%,-1%,8%,8%,i
CN(C)/C=N/c1sccc1C(N)=O,15%,?,-9%,2%,i,-3.3%,-2%,2%,-2%,8%,i
